Screens (PubChem BioAssay)
TRHR agonist: activates the human TRH receptor; TRHR cells, calcium flux fluo-8, FDSS agonist mode; activation, % at 2 µM; 0.18% of 360,000 active; AID 493084; also: 0% is about no effect
Target sequence (P34981 whole entry, looked up): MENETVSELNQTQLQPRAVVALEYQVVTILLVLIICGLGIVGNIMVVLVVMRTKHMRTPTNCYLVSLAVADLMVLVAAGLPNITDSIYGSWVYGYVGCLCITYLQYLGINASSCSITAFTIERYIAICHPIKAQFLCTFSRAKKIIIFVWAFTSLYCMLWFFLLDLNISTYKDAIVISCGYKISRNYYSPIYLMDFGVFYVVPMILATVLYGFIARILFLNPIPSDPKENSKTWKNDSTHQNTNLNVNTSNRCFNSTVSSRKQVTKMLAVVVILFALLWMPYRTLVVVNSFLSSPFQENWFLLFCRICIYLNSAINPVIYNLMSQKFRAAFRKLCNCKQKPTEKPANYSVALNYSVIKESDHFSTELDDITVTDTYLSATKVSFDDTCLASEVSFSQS
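TRHR-expressing cells loaded with fluo-8 calcium dye; 23 nL library compound pin-transferred, kinetic FDSS fluorescence (Ex 480/Em 530) recorded about 180 s for agonist-induced calcium release, before a 10 nM TRH EC20 addition for potentiator mode.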
D1 antagonist: human D1 dopamine receptor antagonism; HEK293 TREx D1 cells, calcium flux, dopamine EC80; active compounds read low; activity change, negative = inhibition, % at 10 µM; 3.2% of 360,000 active; P21728; in the data active = activity change below about -30%; also: % is scaled to controls: 0 for no effect and ±100 for the full control effect
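Using tetracycline-induced force-coupled D1 Hek293 cells and a calcium dye, signals were followed for 180 s after compound, then for 180 s after EC80 dopamine, to detect inhibitors.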
D2 potentiator: positively modulates the human D2 dopamine receptor allosterically; HEK293 T-REx D2, calcium flux, EC20 dopamine potentiation; 0.34% of 340,000 active; potentiation, % at 10 µM; AID 485347;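 active = potentiation over 3 SD above the plate norm, cut at about 30% in these data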; also: 0% is about no effect
Target sequence (P14416 whole entry, looked up): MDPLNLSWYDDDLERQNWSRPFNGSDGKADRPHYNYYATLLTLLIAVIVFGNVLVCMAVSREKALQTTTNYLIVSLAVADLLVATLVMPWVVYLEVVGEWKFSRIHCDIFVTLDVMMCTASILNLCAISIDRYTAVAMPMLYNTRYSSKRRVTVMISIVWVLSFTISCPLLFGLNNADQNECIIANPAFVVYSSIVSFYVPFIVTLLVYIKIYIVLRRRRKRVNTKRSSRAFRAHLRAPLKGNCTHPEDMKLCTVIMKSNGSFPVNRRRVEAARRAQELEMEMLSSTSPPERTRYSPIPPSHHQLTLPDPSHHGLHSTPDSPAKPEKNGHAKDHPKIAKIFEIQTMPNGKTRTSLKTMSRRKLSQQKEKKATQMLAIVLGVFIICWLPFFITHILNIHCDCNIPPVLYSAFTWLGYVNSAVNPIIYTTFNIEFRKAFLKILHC
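Calcium flux readout, no-wash dye, 1 read/s. Inducible HEK293 Trex D2 line, overnight 30 C. Compound alone 180 s (agonist flags), then EC20 dopamine, another 180 s to score potentiation.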
D2 antagonist: D2 dopamine receptor (human) antagonism. P14416. 2% of 340,000 active. AID 485344. HEK293 TREx D2 cells, calcium flux, dopamine EC80. inhibition, % at 10 µM; in the data active = inhibition above about 30%; also: 0% is about no effect
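HEK293 T-REx D2 cells, tet-induced, calcium dye no-wash. Cpd pintool add, 180 s kinetic, then EC80 DA, 180 s kinetic. Ca flux read.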
D1 PAM: enhances dopamine response at the human D1 receptor | 0.036% of 360,000 active | P21728 | potentiation, % at 10 µM | HEK293 TREx D1 cells, calcium flux, dopamine EC20 potentiation; in the data active = potentiation above about 30%; also: 0% is about no effect
D2 agonist: activates the human D2 dopamine receptor. P14416. HEK293 T-REx D2 cells, calcium flux agonist mode. activation, % at 2 µM. 0.53% of 340,000 active. AID 485358;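 active = activation over 3 SD above normal in the single-dose calcium agonist read, cut at about 30% in these data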; also: 0% is about no effect
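In this primary screen, compounds producing a positive calcium signal within 180 s of addition to tetracycline-induced, force-coupled HEK293 Trex D2 cells are flagged; cells are dye-loaded with a no-wash calcium kit beforehand.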
D1 agonist: human D1 receptor agonism; P21728; activation, % at 2 µM; 1% of 360,000 active; AID 504660; HEK293 T-REx D1 cells, calcium flux, agonist mode; also: 0% is about no effect
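Inducible HEK293 T-REx D1 cells, force-coupled to calcium signalling, were plated at 4000 cells/well with tetracycline and held overnight at 30 C. After no-wash calcium dye loading, compound-evoked calcium rise over 180 s flagged agonists.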
TRHR PAM: TRH receptor (human) allosteric enhancement | P34981 | TRHR cells, fluo-8 calcium fluorescence, EC20 TRH enhancement | enhancement, % at 2 µM | 0.66% of 360,000 active | AID 493056; in the data active = enhancement above about 30%; also: 0% is about no effect
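Enhancer read-out: after compound pinning and an initial kinetic agonist-mode read, an EC20 of TRH (10 nM final) was injected and fluo-8 calcium signal (Ex 480/Em 530) followed at 1 s/cycle for 100 cycles in TRHR-expressing cells.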
RXFP1 antagonist: blocks the human relaxin receptor RXFP1. Q9HBX9. HEK293-RXFP1, relaxin-stimulated cAMP HTRF, 30 min; active compounds read low. activity change, negative = inhibition, % at 57.5 µM. 0.59% of 350,000 active. AID 1259400;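 active = activity change of -60% or lower, but not beyond a set lower limit; inconclusive = change between -60% and -40%, or beyond the set limit; inactive = change above -40%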; also: % is scaled to controls: 0 for no effect and ±100 for the full control effect
* = called active by the depositor; u = inconclusive; x = no result given; & = joins results of further samples. Rule as the data show it, unless noted: active = activation above about 30%; inactive = the rest.

Below each compound: TRHR agonist	D1 antagonist	D2 potentiator	D2 antagonist	D1 PAM	D2 agonist	D1 agonist	TRHR PAM	RXFP1 antagonist
O=S(=O)(NCCSCc1ccc(Cl)cc1Cl)c1ccc2c(c1)OCCO2
  0.4	-1	21	-4	0	0.7	6	2	-4
O=C(Nc1ccc(Cl)cn1)c1ccccc1[N+](=O)[O-]
  -0.5	3	0	-9	-2	-0.4	2	-10	-13
CCOCCCNC(=O)C(NC(=O)c1ccc(NC(C)=O)cc1)c1ccc(OC)cc1 (configuration not stated)
  1.1	-11	4	-4	9	0.2	0	4	3
COCCCNc1oc(/C=C/c2cc(OC)c(OC)c(OC)c2)nc1C#N
  -0.9	2	4	x	-2	3.8	0	12	-3
O=C(CCc1ccccc1)NNc1ccc(F)cc1
  -0.6	2	11	1	0	0.1	2	-6	5
CCOC(=O)/C(C#N)=C\c1cn(C)c2ccccc12
  -1.1	-32*	4	-12	-4	2.9	3	-1	1
CCc1nnc(NC(=O)CCC(=O)N2CCCC(O)C2)s1 (configuration not stated)
  0.1	-10	6	5	-8	1.7	4	2	-15
O=C(Cn1nnc(-c2cc(Cl)ccc2-n2cnnn2)n1)N1CCCc2ccccc21
  0.4	14	x	x	0	x	6	-5	-3
CC1CCc2onc(C(=O)NCc3ccco3)c2C1 (configuration not stated)
  -0.7	15	20	5	-4	-0.8	1	-4	-18
CCOc1ccccc1CN(CCc1ccc2c(c1)OCO2)Cc1cc(OC)c(OC)cc1OC
  -0.6	-20	-17	x	-5	-0.7	1	-3	0
O=C(O)/C=C/C(=O)Nc1ccc(C(=O)c2ccccc2)cc1
  0.3	-16	8	-3	-4	0.5	6	4	0
O=C(Nc1ccc(S(=O)(=O)N2CCCCC2c2cccnc2)cc1)c1c(F)cccc1F (configuration not stated)
  -1.4	-13	3	2	12	-2.6	3	-5	-5
CC(CC(=O)Nc1ccc(Cl)c([N+](=O)[O-])c1)c1ccccc1 (configuration not stated)
  0.4	-30	-9	x	-7	x	4	-9	-2
O=C(CSc1nc(-c2ccc(F)cc2)[nH]c1-c1ccccc1)Nc1ccccc1
  5.9	-13	2	x	-6	7.7	9	-11	u
COc1ccc(N2CCN(C(=O)C(OC(C)=O)c3ccccc3)CC2)cc1 (configuration not stated)
  0.6	-29	4	3	-4	0.3	3	10	-16
C(=N\c1nc2ccccc2n1CCN1CCCCC1)/c1ccc2c(c1)OCO2
  -1.7	-8	-4	-26	-10	-1.7	10	7	-1
CCOC(=O)c1cc(NC(=O)Nc2nccs2)c(C)nc1C
  0.0	1	-14	-6	4	-0.5	1	5	-1
O=C(Nc1ccc(N2CCOCC2)c(Cl)c1)c1ccco1
  -0.7	-34*	-6	12	-14	0.5	3	5	-1
CC(C)c1ccc(OC(=O)c2cc(-c3ccc4c(c3)OCCO4)on2)cc1
  -2.2	-4	12	x	1	-2.1	16	1	x
CCOC(=O)Cc1csc(NC(=O)CCc2ccccc2)n1
  0.2	1	-7	8	-1	0.0	13	1	4
COc1ccc(CNC(=O)c2ccc3ccccc3n2)cc1
  -0.7	-14	-3	8	3	0.7	9	14	9
Cc1cccc(NC(=O)Nc2c(C)[nH]c(=O)[nH]c2=O)c1C
  0.9	8	5	4	-2	-0.4	8	2	4
COC(=O)c1ccc(OC(=O)c2cccnc2SC)cc1
  -0.6	-9	18	-13	-12	-0.2	6	15	1
COCCN(C(=O)COC(=O)CSc1ccc(Cl)cc1)c1c(N)n(CC(C)C)c(=O)[nH]c1=O
  -0.3	21	4	17	2	0.6	0	0	-10
CN(C(=O)CSc1nc(-c2ccccc2)no1)c1ccc(F)cc1
  -0.4	-24	x	x	-4	-0.1	6	0	-10
COc1ccc(-c2nc(CSCC(=O)N3CCN(c4ccccc4)CC3)c(C)o2)cc1
  -0.1	-8	-23	x	-5	5.0	10	-6	-35
CC(C)OCCCNC(=O)CCCC(=O)Nc1ccc(OCCc2ccccc2)cc1
  0.4	-9	x	x	1	x	17	10	5
COc1cc(N=c2ssnc2Cl)c(OC)cc1Cl
  0.7&0.6	-20&0	-12&14	28&1	1&-3	1.3&0.3	4&2	-3&-4	6
COc1ccc(CC(=O)N/N=C(\C)c2cccs2)cc1OC
  0.1	12	-3	9	-1	-1.6	6	-1	3
COc1ccc(C2Nc3ccccc3C(=O)N2NS(=O)(=O)c2ccc(C)cc2)c(OC)c1 (configuration not stated)
  -0.5	-3	-6	12	-3	-1.8	1	-6	-18

Some of the entries so far, bar-delimited:
smiles | TRHR agonist | D1 antagonist | D2 potentiator | D2 antagonist | D1 PAM | D2 agonist | D1 agonist | TRHR PAM | RXFP1 antagonist
COCCCNc1oc(/C=C/c2cc(OC)c(OC)c(OC)c2)nc1C#N | -0.9 | 2 | 4 | x | -2 | 3.8 | 0 | 12 | -3
O=C(CCc1ccccc1)NNc1ccc(F)cc1 | -0.6 | 2 | 11 | 1 | 0 | 0.1 | 2 | -6 | 5
CCOC(=O)/C(C#N)=C\c1cn(C)c2ccccc12 | -1.1 | -32* | 4 | -12 | -4 | 2.9 | 3 | -1 | 1
CCc1nnc(NC(=O)CCC(=O)N2CCCC(O)C2)s1 (configuration not stated) | 0.1 | -10 | 6 | 5 | -8 | 1.7 | 4 | 2 | -15
O=C(Cn1nnc(-c2cc(Cl)ccc2-n2cnnn2)n1)N1CCCc2ccccc21 | 0.4 | 14 | x | x | 0 | x | 6 | -5 | -3
CC1CCc2onc(C(=O)NCc3ccco3)c2C1 (configuration not stated) | -0.7 | 15 | 20 | 5 | -4 | -0.8 | 1 | -4 | -18
CCOc1ccccc1CN(CCc1ccc2c(c1)OCO2)Cc1cc(OC)c(OC)cc1OC | -0.6 | -20 | -17 | x | -5 | -0.7 | 1 | -3 | 0
O=C(O)/C=C/C(=O)Nc1ccc(C(=O)c2ccccc2)cc1 | 0.3 | -16 | 8 | -3 | -4 | 0.5 | 6 | 4 | 0
O=C(Nc1ccc(S(=O)(=O)N2CCCCC2c2cccnc2)cc1)c1c(F)cccc1F (configuration not stated) | -1.4 | -13 | 3 | 2 | 12 | -2.6 | 3 | -5 | -5
CC(CC(=O)Nc1ccc(Cl)c([N+](=O)[O-])c1)c1ccccc1 (configuration not stated) | 0.4 | -30 | -9 | x | -7 | x | 4 | -9 | -2
O=C(CSc1nc(-c2ccc(F)cc2)[nH]c1-c1ccccc1)Nc1ccccc1 | 5.9 | -13 | 2 | x | -6 | 7.7 | 9 | -11 | u
COc1ccc(N2CCN(C(=O)C(OC(C)=O)c3ccccc3)CC2)cc1 (configuration not stated) | 0.6 | -29 | 4 | 3 | -4 | 0.3 | 3 | 10 | -16

Following part:
Below each compound: TRHR agonist	D1 antagonist	D2 potentiator	D2 antagonist	D1 PAM	D2 agonist	D1 agonist	TRHR PAM	RXFP1 antagonist
CCN(CC)c1ccc(/C=C(\C#N)C(N)=S)cc1
  1.0	-3	4	3	-3	0.3	8	0	4
COc1ccc(C)cc1NC(=O)C(Sc1nnc(Nc2cc(C)ccc2OC)s1)c1ccccc1 (configuration not stated)
  0.3	-12	x	x	-3	x	2	-1	-36
NC(=O)NCCCC(=O)NCC(c1ccccc1Cl)c1c[nH]c2ccccc12 (configuration not stated)
  -0.8	2	6	5	0	-2.0	0	2	3
COc1ccc(Cl)cc1NC(=O)CSc1ccc2nnc(CCNS(=O)(=O)c3ccccc3)n2n1
  0.2	13	1	x	-2	-0.9	3	-12	-24
CC1(C)CC(=O)C(C2(O)C(=O)N(Cc3ccccc3)c3ccccc32)CO1 (configuration not stated)
  -0.6	11	-1	1	-4	0.5	0	-6	-5
Cc1nc(SCC(=O)N2CCN(C(=O)c3cccs3)CC2)c2c(C)c(C)sc2n1
  -0.6	-15	4	-1	-3	-1.8	1	-2	-64*
C=CCNc1nc(C)c(CNc2c(C)cc(C)cc2C)nc1C#N
  -0.1	-20	6	-2	-11	-1.1	2	-7	-3
Cc1ccc(C(=O)N/N=C\C2CC=CCC2)cc1[N+](=O)[O-] (configuration not stated)
  0.7	-10	-9	8	5	-1.0	0	-3	6
CCOC(=O)C1CCN(C(=O)CN2C(=O)c3cccnc3Oc3ccc(C)cc32)CC1
  0.1	3	3	-4	2	-0.7	0	-12	2
O=C(O/N=C1\CCS(=O)(=O)c2sccc21)C1CC1
  -1.2	-25	3	-16	1	-1.6	2	2	4
CC(C)c1nnc(NC(=O)c2cc3cc(Br)ccc3oc2=O)s1
  0.3	-2	-6	-3	0	2.3	0	-2	-3
O=C(O)c1ccc(-n2nncc2-c2ccccc2)cc1
  -0.1	7	-8	3	0	-0.5	2	0	-23
CNS(=O)(=O)c1cccc2cccnc12
  -0.3	-6	x	x	-4	x	3	0	x
COc1ccccc1/C=C/c1nc(C#N)c(N2CCCCCC2)o1
  -1.8	17	-7	x	5	-0.1	4	4	-2
CCOC(=O)c1cccc(NC(=S)N2CCN(c3ncc4c(=O)c(C(=O)O)cn(CC)c4n3)CC2)c1
  0.3	15	4	5	-12	-1.4	3	3	8
COc1cccc(-c2ccc(NC(=O)C3CCCN(Cc4cnn(C)c4)C3)cc2)c1 (configuration not stated)
  6.2	1	-4	8	-6	0.7	32*	28	-11
NC(=O)C1(NC(=O)[C@@H]2CC3(CC(c4cccc(NC(=O)[C@@H]5CCC(=O)N5)c4)=NO3)CN2C(=O)Cc2ccc(Cl)cc2)CC1 (some centres not stated)
  -0.1	0	-5	2	2	0.4	1	1	x
COc1ccc([N+](=O)[O-])cc1NC(=O)C(C)Sc1ccc(C)cc1 (configuration not stated)
  -1.1	9	2	4	-12	-1.3	1	8	-3
COc1ccc(S(=O)(=O)N2c3ccccc3OCC2CC(=O)O)cc1 (configuration not stated)
  -0.9	1	3	18	1	-2.3	5	-5	9
COc1cc(OC)cc(C(=O)NC(C(=O)NCCN(C)C)C23CC4CC(CC(C4)C2)C3)c1 (configuration not stated)
  3.7	2	-9	-4	18	1.2	8	-11	-14
CCC(O)c1nc2ccccc2n1Cc1cc(C)ccc1C (configuration not stated)
  -1.5	-3	2	x	2	-1.3	3	-2	-27
O=C(O)CNC(=O)C(CS)Cc1ccccc1 (configuration not stated)
  0.2	-29	10	1	-2	0.5	1	-4	x

Single records, from the list above. Order of screens: TRHR agonist, D1 antagonist, D2 potentiator, D2 antagonist, D1 PAM, D2 agonist, D1 agonist, TRHR PAM, RXFP1 antagonist
`COc1ccc(C)cc1NC(=O)C(Sc1nnc(Nc2cc(C)ccc2OC)s1)c1ccccc1` (configuration not stated) is entered as 0.3, -12, x, x, -3, x, 2, -1, -36
`COc1ccc([N+](=O)[O-])cc1NC(=O)C(C)Sc1ccc(C)cc1` (configuration not stated) is entered as -1.1, 9, 2, 4, -12, -1.3, 1, 8, -3
